# C-LANA FP: KSHV C-LANA DNA binding inhibition; hit rate 0.078% among 340,000; inhibition, % at 9 µM; MBP-C-LANA/FAM-LBS DNA binding, fluorescence polarization; AID 504423;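 active means highest replicate inhibition at or above 60% at 9 µM, even if other replicates fall short; inactive means all replicates below 60% inhibition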;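 further: 0% = neutral control wells and 100% = 4 µM acridine orange control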
# DAGLB inh: blocks human DAGLB lipase activity | Q8NCG7 | HEK293T DAGLB membrane lysate, EnzChek fluorogenic substrate | inhibition, % at 5.17 µM | hit rate 0.059% among 340,000 | AID 504411; in the data active means inhibition above about 34%;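 further: 0% = enzyme with vehicle and 100% = wells lacking enzyme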
# Cardiac RTF inh: cardiac RTF calcium desensitization; P19429+P45379; IANBD-labeled cardiac RTF, Ca2+ fluorescence; inhibition, % at 7.15 µM; hit rate 0.12% among 340,000;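 active means inhibition above the mean inhibition of all tested compounds plus 3 SD, cut at about 17% in these data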;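 further: assay run at fixed EC70 calcium of 1.6 mM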
# DSG3 Ab inh: inhibitors of pemphigus antibody binding to human desmoglein-3; P32926; DSG3-coupled beads, scFv-anti-DSG3-GFP binding, flow cytometry; hits give low values; binding (percent of control), % at 10 µM; hit rate 0.48% among 310,000; AID 588358;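 active means binding more than 3 SD below its plate's average and above zero; inconclusive means below that plate limit but binding exactly zero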;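 further: hits lower antibody fragment binding to DSG3; some compounds called inactive have numbers as strong as hits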
# Target sequence (P32926 whole entry, looked up, the tested form may be a part): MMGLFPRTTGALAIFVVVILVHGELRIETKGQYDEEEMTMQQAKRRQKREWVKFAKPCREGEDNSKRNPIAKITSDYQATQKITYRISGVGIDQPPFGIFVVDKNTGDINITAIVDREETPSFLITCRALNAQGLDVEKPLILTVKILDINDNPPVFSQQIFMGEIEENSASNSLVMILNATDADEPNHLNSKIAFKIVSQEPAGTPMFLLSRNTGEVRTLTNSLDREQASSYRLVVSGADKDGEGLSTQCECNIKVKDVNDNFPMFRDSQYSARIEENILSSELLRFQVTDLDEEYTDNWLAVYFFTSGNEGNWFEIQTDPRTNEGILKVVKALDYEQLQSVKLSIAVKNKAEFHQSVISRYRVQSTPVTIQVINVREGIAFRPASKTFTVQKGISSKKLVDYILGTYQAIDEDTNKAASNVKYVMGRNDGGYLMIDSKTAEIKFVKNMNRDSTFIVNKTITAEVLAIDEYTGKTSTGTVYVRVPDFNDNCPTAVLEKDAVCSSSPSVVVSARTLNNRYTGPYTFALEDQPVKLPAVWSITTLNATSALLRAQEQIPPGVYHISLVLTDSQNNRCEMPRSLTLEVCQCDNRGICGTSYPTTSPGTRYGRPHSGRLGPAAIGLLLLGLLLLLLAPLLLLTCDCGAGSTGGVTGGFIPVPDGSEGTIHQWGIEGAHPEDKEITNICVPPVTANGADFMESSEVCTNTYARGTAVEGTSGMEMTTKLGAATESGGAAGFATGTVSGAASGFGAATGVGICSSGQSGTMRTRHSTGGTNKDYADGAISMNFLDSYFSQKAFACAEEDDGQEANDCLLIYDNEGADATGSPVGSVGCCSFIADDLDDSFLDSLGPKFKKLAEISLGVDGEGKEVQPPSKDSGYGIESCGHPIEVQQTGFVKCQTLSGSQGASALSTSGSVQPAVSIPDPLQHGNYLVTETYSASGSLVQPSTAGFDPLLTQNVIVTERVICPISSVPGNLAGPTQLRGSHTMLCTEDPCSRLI
# V-ATPase pHluor: yeast V-ATPase proton transport regulation by pHLuorin | S. cerevisiae, pHLuorin cytosolic pH fluorescence | response, % at 10 µM | hit rate 0.37% among 350,000; in the data active means response mostly above about 7.3%, no sharp cut-off; inactive means mostly below about 5.4%; further: actives read high; inactives centre near 0; some compounds called inactive have numbers as strong as hits
# Arrestin-AP2 inh: blocks beta-arrestin peptide binding to AP2 adaptin | FITC-arrestin peptide / GST-AP2 beads, flow cytometry; AP2 beta2 appendage carries R879A mutation | hit rate 0.31% among 340,000 | inhibition, % at 10 µM;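 active means inhibition above a set limit, near 3 SD of compounds lacking own fluorescence, cut at about 54% in these data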;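 further: plate controls were DMSO wells for no effect and 5 µM unlabelled arrestin peptide for full effect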
#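 System: GST-AP2 R879A glutathione beads | Also added: FITC-arrestin peptide, 50 nM | Times: 12 min plus 1 h, RT | Signal: Bead flow cytometry, FITC channel | Buffer or medium: PBS with 0.05% Tween 20 and 0.1% BSA | Read-out basis: Percent drop in bead-associated FITC signal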
# NSD2 inh: NSD2 (human) methyltransferase inhibition. O96028. NSD2 peptide methylation, AlphaScreen, 120 min. inhibition, % at 12.5 µM. hit rate 0.54% among 310,000; in the data active means inhibition above about 50%
# CAL PDZ FP-1: CAL PDZ (human) peptide binding inhibition. Q9HD26. purified CAL PDZ, TMR-peptide fluorescence polarization, 1 h. inhibition, % at 24.9 µM. hit rate 0.92% among 300,000. AID 602252;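 active means mean inhibition of at least 30% with at least half of replicates also reaching 30%; inconclusive means no clear call, values can overlap the other calls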;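 further: 0% = DMSO neutral control and 100% = excess unlabeled competitor peptide PRC23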
# CAL PDZ FP-2: blocks peptide binding to human CAL PDZ domain; purified CAL PDZ, TMR-peptide fluorescence polarization, 1 h; inhibition, % at 20 µM; hit rate 0.02% among 330,000; AID 504414;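 active means highest replicate inhibition of at least 40%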;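 further: plate controls were DMSO neutral control wells for no effect and unlabeled competitor peptide control wells for full effect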
#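 Read-out basis: mP drop reported as inhibition | Assay system: Tagged CAL PDZ protein CerCALP, purified | Benchmarks: Unlabelled peptide for full inhibition, DMSO wells as neutral | Schedule: 1 h incubation at room temperature before polarization reading | Buffer or medium: Sodium phosphate/NaCl buffer pH 7.4 with TCEP, IgG, Thesit | Doses: Single point, 20 µM | Measured by: Fluorescence polarization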
# Keap1-Nrf2 PPI: disrupts human Keap1 binding to Nrf2 peptide | inhibition, % at 9.4 µM | Keap1 Kelch-Nrf2 peptide fluorescence polarization, 1536-well | AID 504523 | hit rate 0.15% among 340,000 | Q14145; in the data active means inhibition above about 12%; inconclusive means no clear call, values can overlap the other calls; inactive means below about 7.3%;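 further: human Keap1 Kelch domain with fluorescein labeled Nrf2 9mer peptide probe; 0% = neutral control wells and 100% = peptide positive control; higher means more block of Keap1 binding to Nrf2 peptide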
# Starred values were filed as active, the others as inactive; u = inconclusive; x = not tested or not shown. The list is partial; the hit share may differ from the screen's.
# Below each SMILES – CAL PDZ FP-1	CAL PDZ FP-2	C-LANA FP	V-ATPase pHluor	Cardiac RTF inh	Keap1-Nrf2 PPI	NSD2 inh	Arrestin-AP2 inh	DAGLB inh	DSG3 Ab inh
1. CCSc1nnc(NC(=O)c2ccc(C)o2)s1
    -1	1.0	-2.3	2	-14	-2	0	7	1	x
2. C/C(CC(=O)Nc1ccc(N(C)C)cc1)=N\NC(=O)c1ccc([N+](=O)[O-])cc1
    2	1.4	14	2	-7	4	9	-3	2	117
3. COc1ccc(OC)c(NC(=O)CSc2nc(=O)n(Cc3ccccn3)c3c2CCC3)c1
    -4	-1.3	-0.5	0	-2	-1	-2	-14	0	100
4. C/C(=N\NC(=S)NCc1ccccc1)c1ccc(C)o1
    8	0.4	0.3	0	21*	1	9	34	-2	101
5. O=S(=O)(c1ccc2c(c1)OCCO2)N(Cc1ccc(F)cc1)Cc1nnc(-c2cccs2)o1
    43*	-2.0	-1.5	2	-8	3	-6	-9	-2	99
6. CCCc1cc(C(=O)OC)c(NC(=O)c2cc(C)on2)s1
    -10	x	1.4	0	-6	0	-2	-7	-7	100
7. Cc1oc2c(c1C(=O)NCCCC(=O)O)CCCC2
    1	-0.5	-0.1	-4	-1	-2	2	0	-4	102
8. COc1ccc(OC)c(/C=C/C(=O)OCC(=O)Nc2ccc3c(c2)OCCO3)c1
    1	-0.1	4.5	0	9	-2	49	16	-1	x
9. O=c1c2c3nc4ccccc4nc3n(Cc3ccccc3)c2ncn1Cc1ccco1
    -3	-1.4	-1.6	8	-5	-1	x	4	7	99
10. CCN(CC)CCNCC(O)(c1ccc(Cl)cc1)c1ccc(Cl)cc1
    -5	-0.3	0.5	1	1	4	3	-8	1	105
11. O=S1(=O)CCN2C(c3ccc4c(c3)CCCC4)=CSC2=N1
    0	-1.1	-0.5	4	3	-2	1	-4	1	99
12. O=C(c1cccc(S(=O)(=O)NCc2ccccc2)c1)N1CCN(c2ccccc2Cl)CC1
    -7	-2.1	43	2	0	u	46	18	1	112
13. COc1ccc(CN(C(=O)c2oc3ccc(F)cc3c2C)C2CCS(=O)(=O)C2)cc1 (centres undefined)
    x	-0.7	0.3	2	-1	-1	x	-4	-3	x
14. Cc1ccc(NS(=O)(=O)c2ccc(C(=O)N3CCN(c4ccccn4)CC3)cc2)cc1
    -2	-1.0	-2.8	0	-2	-4	0	-1	3	x
15. CC(C)C(=O)Nc1nc2c(ncn2C2CC(O)C(CO)O2)c(=O)[nH]1 (centres undefined)
    1	0.5	-0.3	-3	-9	-2	x	11	0	79

# From entry 1 as far as 2, as listed above:
# Below each SMILES – CAL PDZ FP-1	CAL PDZ FP-2	C-LANA FP	V-ATPase pHluor	Cardiac RTF inh	Keap1-Nrf2 PPI	NSD2 inh	Arrestin-AP2 inh	DAGLB inh	DSG3 Ab inh
1. CCSc1nnc(NC(=O)c2ccc(C)o2)s1
    -1	1.0	-2.3	2	-14	-2	0	7	1	x
2. C/C(CC(=O)Nc1ccc(N(C)C)cc1)=N\NC(=O)c1ccc([N+](=O)[O-])cc1
    2	1.4	14	2	-7	4	9	-3	2	117

# Next records follow.
# Below each SMILES – CAL PDZ FP-1	CAL PDZ FP-2	C-LANA FP	V-ATPase pHluor	Cardiac RTF inh	Keap1-Nrf2 PPI	NSD2 inh	Arrestin-AP2 inh	DAGLB inh	DSG3 Ab inh
16. CN(C)S(=O)(=O)c1cccc(NC(=O)Cc2ccc(-c3ccccc3)cc2)c1
    -3	-2.9	-2.2	0	-10	2	-4	27	-1	99
17. COc1cc(OC)cc(-c2c(-c3ccsc3)c3cc(Br)ccc3n2C)c1
    2	-0.6	-0.9	-2	1	-1	x	9	-5	100
18. CC1CCN(S(=O)(=O)c2ccc3c(c2)N(CC(=O)NCCCN2CCCC(C)C2)C(=O)CS3)CC1 (centres undefined)
    -3	-2.7	-1.6	-1	-1	2	-3	-2	-2	x
19. COc1cccc(-n2c(=O)c3ccccc3n(CC(=O)NCC3CCCO3)c2=O)c1 (centres undefined)
    -9	-0.1	-0.3	-3	-10	1	2	-6	3	93
20. CCOC(=O)C1=C(CSc2nc(-c3ccncc3)ccc2C#N)OC(N)=C(C#N)C1c1cccnc1 (centres undefined)
    -9	x	-1.2	0	-2	-6	-1	6	-3	105
21. Cc1cc(NC(=O)CSc2nnc(C3CC3)n2Cc2ccccc2)no1
    -4	-0.4	1.0	3	8	-4	-7	-6	-3	81
22. COCCNC(=O)c1ccccc1NC(=O)CN(c1ccc2c(c1)OCO2)S(C)(=O)=O
    x	-0.3	-0.8	-1	2	-1	1	-4	-1	102
23. CN1CCC(NC(=S)Nc2cccc([N+](=O)[O-])c2)CC1
    x	-0.1	1.3	4	-14	-5	10	14	-1	99
24. CCCn1c(SC(C)C(=O)NC2CC2)nnc1-c1ccncc1 (centres undefined)
    -2	-0.5	0.6	3	-5	-5	-1	0	-5	99
25. CN1CCN(C(=S)c2cn(CCOc3ccccc3F)c3ccccc23)CC1
    -3	-2.1	1.7	0	-7	-4	x	7	-2	97
26. COC1CCN(C(=O)c2cc(COc3ccc(-n4cncn4)cc3)on2)CC1
    5	-0.2	0.2	-1	-3	-3	0	27	-1	104
27. CCc1ccc(-c2cc(C(=O)Nc3ccc(S(=O)(=O)NC(C)=O)cc3)c3ccccc3n2)cc1
    -4	-1.8	2.3	4	0	3	11	-3	6	63*
28. O=C(NC1CCC(O)CC1)c1ccc(-c2ccc(Cl)cc2)o1 (centres undefined)
    -5	-3.7	-0.9	-3	-13	-1	-3	-10	4	99
29. O=C(Nc1ccccc1)N1C2CCC1CC(O)(c1cccnc1)C2 (centres undefined)
    -2	-1.1	2.4	-4	-6	-7	-2	-1	1	98
30. CCc1cc(C(=O)N2CCCC(CO)(Cc3ccc(F)cc3)C2)n(C)n1 (centres undefined)
    2	-0.1	0.6	-2	0	-2	0	2	-3	98

# The results go on.
# Below each SMILES – CAL PDZ FP-1	CAL PDZ FP-2	C-LANA FP	V-ATPase pHluor	Cardiac RTF inh	Keap1-Nrf2 PPI	NSD2 inh	Arrestin-AP2 inh	DAGLB inh	DSG3 Ab inh
31. Cc1c(Cl)cccc1NC(=S)N(Cc1cccnc1)Cc1ccccc1Cl
    3	-0.4	1.2	0	-5	-7	-4	-26	-1	117
32. C[C@@H](NC(=O)[C@@H]1Cc2ccccc2CN1)C(=O)Nc1ccc2c(c1)OCO2
    -1	0.2	4.0	-5	-4	-6	x	4	-4	98
33. COc1ccc(N(CC(=O)NCCC2=CCCCC2)S(C)(=O)=O)cc1
    -2	-0.2	-0.1	4	3	0	3	14	-1	97
34. Cc1sc(N)nc1-c1ccc2c(c1)OCCO2
    4	-0.8	-0.3	-3	-6	-1	4	-17	-1	103
35. NCc1ccccc1COc1ccccc1
    -2	-0.5	0.7	-1	-11	-2	13	13	-1	78
36. COc1ccc(-c2nn3c(-c4ccc(F)cc4)nnc3s2)cc1
    2	-3.4	0.7	1	7	1	2	6	-4	100
37. CCN1C(=O)[C@H]2[C@@H](c3ccc(-c4ccc(Cl)c(Cl)c4)cc3)N[C@@](Cc3ccccc3)(C(=O)OC)[C@H]2C1=O
    -2	0.5	-0.4	-6	-4	-4	x	20	-7	95
38. Fc1ccccc1C1c2cccn2CCN1C(=S)Nc1cccc(Br)c1 (centres undefined)
    -1	-0.1	2.2	-2	0	-3	1	-10	3	115
39. CCOc1ccc(NC(=O)CCNS(=O)(=O)c2ccc3c(c2)oc(=O)n3C)cc1
    x	-1.3	-0.1	1	-4	-3	-4	-2	-3	102
40. Cc1ccc(OCCNC(=O)CNC(=O)c2ccc3c(c2)OCO3)cc1
    3	-1.0	-2.2	-1	-10	-2	-3	-17	0	120
41. COc1ccc2c(c1)C(CC(=O)NN)CCC2 (centres undefined)
    -9	-0.1	-0.4	13*	-4	-4	2	-2	-3	102
42. Cc1c(Cl)cccc1NC(=O)Nc1cnccn1
    -2	-3.0	-1.1	0	2	-3	1	-1	2	110
43. CC1(C)C2([N+](=O)[O-])CN(CCO)CC1([N+](=O)[O-])CN(CCO)C2
    -4	-2.9	2.0	1	-8	1	0	9	4	102
44. Clc1cccc(NC2=NCCC2)c1
    4	0.5	1.9	0	-3	-2	2	-7	1	106
45. O=C(NCc1ccc(Cl)cc1)C1CCN(C(=O)c2ccc(Cl)cc2)CC1
    -5	-3.2	-0.8	-7	-2	-5	0	-3	2	100
46. CCn1c(SCC(=O)Nc2cc(C)on2)nc2c(c1=O)SC(C)C2 (centres undefined)
    -2	-1.7	0.0	-2	-11	-6	35	34	1	95
47. O=C1N/C(=N/NC(=O)c2cccc3ccccc23)S/C1=C\c1ccccc1OCc1ccccc1
    2	-0.2	-0.5	1	-11	-3	x	-15	12	x
48. COc1nc(N2CCOCC2)nc(-n2cccc2)n1
    -2	19	1.6	-3	-4	-6	2	0	-2	99

# By substructure, the compounds so far containing a Cl atom.
# Below each SMILES – CAL PDZ FP-1	CAL PDZ FP-2	C-LANA FP	V-ATPase pHluor	Cardiac RTF inh	Keap1-Nrf2 PPI	NSD2 inh	Arrestin-AP2 inh	DAGLB inh	DSG3 Ab inh
10. CCN(CC)CCNCC(O)(c1ccc(Cl)cc1)c1ccc(Cl)cc1
    -5	-0.3	0.5	1	1	4	3	-8	1	105
12. O=C(c1cccc(S(=O)(=O)NCc2ccccc2)c1)N1CCN(c2ccccc2Cl)CC1
    -7	-2.1	43	2	0	u	46	18	1	112
28. O=C(NC1CCC(O)CC1)c1ccc(-c2ccc(Cl)cc2)o1 (centres undefined)
    -5	-3.7	-0.9	-3	-13	-1	-3	-10	4	99
31. Cc1c(Cl)cccc1NC(=S)N(Cc1cccnc1)Cc1ccccc1Cl
    3	-0.4	1.2	0	-5	-7	-4	-26	-1	117
37. CCN1C(=O)[C@H]2[C@@H](c3ccc(-c4ccc(Cl)c(Cl)c4)cc3)N[C@@](Cc3ccccc3)(C(=O)OC)[C@H]2C1=O
    -2	0.5	-0.4	-6	-4	-4	x	20	-7	95
42. Cc1c(Cl)cccc1NC(=O)Nc1cnccn1
    -2	-3.0	-1.1	0	2	-3	1	-1	2	110
44. Clc1cccc(NC2=NCCC2)c1
    4	0.5	1.9	0	-3	-2	2	-7	1	106
45. O=C(NCc1ccc(Cl)cc1)C1CCN(C(=O)c2ccc(Cl)cc2)CC1
    -5	-3.2	-0.8	-7	-2	-5	0	-3	2	100

# Screening results as filed in PubChem BioAssay.
